# Screening results: PubChem, Fisher Drug Discovery Resource Center
# mcGAS inh: mouse cGAS inhibition by luminescence; Q8C6L5; recombinant cGAS, Kinase-Glo ATP depletion luminescence; inhibition, % at 12.5 µM; 0.15% of 160,000 active; AID 1259399;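 note: 0% = negative control wells and 100% = reference inhibitor with no enzyme activity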
# NPYLR7 agonist: mosquito NPYLR7 agonism; HEK293T NPYLR7/Galpha15, GCaMP6s calcium fluorescence; activation, % at 10 µM; 0.15% of 270,000 active; AID 1259423; in the data active = activation above about 40%;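 note: 0% = vehicle and 100% = reference agonist at the receptor; some compounds past the cut are filed as inactive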
# hcGAS inh: human cGAS inhibition | 0.081% of 290,000 active | inhibition, % at 12.5 µM | Q8N884 | recombinant h-cGAS, ATP depletion, Kinase-Glo luminescence;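 note: 0% = vehicle reaction and 100% = reaction without DNA for no activity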
# Target sequence (Q8N884 whole entry, looked up): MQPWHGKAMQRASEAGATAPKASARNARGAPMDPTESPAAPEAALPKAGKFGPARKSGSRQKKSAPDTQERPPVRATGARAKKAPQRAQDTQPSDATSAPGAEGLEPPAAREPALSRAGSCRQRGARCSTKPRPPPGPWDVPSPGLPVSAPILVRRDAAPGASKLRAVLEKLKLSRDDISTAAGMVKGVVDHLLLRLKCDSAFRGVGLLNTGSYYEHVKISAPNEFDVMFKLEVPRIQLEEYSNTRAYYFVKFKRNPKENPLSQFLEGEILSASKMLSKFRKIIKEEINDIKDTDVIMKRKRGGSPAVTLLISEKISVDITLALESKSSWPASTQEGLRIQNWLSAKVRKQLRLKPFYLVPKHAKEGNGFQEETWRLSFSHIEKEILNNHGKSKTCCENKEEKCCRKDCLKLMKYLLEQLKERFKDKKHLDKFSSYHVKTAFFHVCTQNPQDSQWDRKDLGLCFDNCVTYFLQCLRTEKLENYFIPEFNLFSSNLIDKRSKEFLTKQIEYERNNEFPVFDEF
# An asterisk follows results filed as active; . = not tested or not shown; & = joins results of further samples. Cut-off read from the data, not from the text of the source, unless noted: active = inhibition above about 40%; inactive = the rest. This is a subset. The share of hits here may be higher or lower than overall.
molecule	hcGAS inh	NPYLR7 agonist	mcGAS inh
COc1cc2c(cc1OC)CN(C1CCCN(C(=O)COc3ccc(Cl)cc3)C1)CC2 (configuration not stated)	-4	27	-5
CC(C)CN(Cc1cc(NC(=O)c2ccco2)ccc1N(C)C1CCN(C)CC1)C(=O)c1ccc(F)cc1	-5	-2	-4
CC(C)c1cncnc1N1CCN2CCN(C)CC2C1 (configuration not stated)	-4	0	.
COCCn1c(C)cc2c(c1=O)C1(C(=O)N(C)c3ccccc31)C(C(=O)OC)C(=N)O2 (configuration not stated)	-2	0	-8
N#Cc1ccc(NC2CCN(C(=O)c3cnccn3)CC2)cc1Cl	-12	-19	.
CC1CN(C2CCC(C(C)(C)C)CC2)CC(C)O1 (configuration not stated)	-3	-14	-8
C[C@@H]1CC[C@@]2(NC1)O[C@H]1C[C@H]3C4CC=C5C[C@@H](O)CC[C@]5(C)C4CC[C@]3(C)C1[C@@H]2C (some centres not stated)	-1	8	.
CC(Cc1cccs1)NCc1ccc(Cl)cc1 (configuration not stated)	-7	0	.
CCc1ccccc1NC(=O)c1cccn(Cc2cc(C)ccc2C)c1=O	-9	19	.
CC(CCCC(C)(C)O)NC1CCCC(C)(C)C1 (configuration not stated)	3	-1	.
Cc1cccc(CNC(=O)C(C2CCCC2)N2CCN(C(=O)Cc3ccccc3)CC2)c1 (configuration not stated)	-2	-15	-4
COc1ccccc1CCNC(=O)C(C1CCCC1)N1CCN(C(=O)Cc2cccs2)CC1 (configuration not stated)	-8	-6	-7
NC(=NCc1ccc(Cl)cc1)SCCCc1cnc[nH]1	-1	-4	.
C=CCN1C(=O)C2(c3ccccc31)c1oc(CO)cc(=O)c1OC(=N)C2C(=O)OCC (configuration not stated)	-4	4	-9
COCc1nc(-c2cccc(CN3CCN(C(=O)Cc4ccc5c(c4)OCO5)CC3)c2)no1	-5	2	-10
COCc1nc(-c2ccc(CN3CCN(C(=O)Cc4ccc(OC)cc4)CC3)cc2)no1	3	4	3
CCOC(=O)[C@@H]1[C@@H](c2ccccc2)CN2CCN(C(=O)Cc3cccs3)C[C@H]12	-7	5	-5
COCCN1CCCC2(CCNC2)C1 (configuration not stated)	-10	1	.
COc1ccc(C=C2C(=O)N(c3ccccc3)C(=S)N(c3ccccc3)C2=O)cc1OC	-3	-14	-5
CSCCCN1CCC2(CCNCC2)C1	1	-1	.

# Reformatted: results already given
molecule: CC(CCCC(C)(C)O)NC1CCCC(C)(C)C1 (configuration not stated)
  hcGAS inh: 3
  NPYLR7 agonist: -1
  mcGAS inh: .
molecule: Cc1cccc(CNC(=O)C(C2CCCC2)N2CCN(C(=O)Cc3ccccc3)CC2)c1 (configuration not stated)
  hcGAS inh: -2
  NPYLR7 agonist: -15
  mcGAS inh: -4
molecule: NC(=NCc1ccc(Cl)cc1)SCCCc1cnc[nH]1
  hcGAS inh: -1
  NPYLR7 agonist: -4
  mcGAS inh: .
molecule: C[C@@H]1CC[C@@]2(NC1)O[C@H]1C[C@H]3C4CC=C5C[C@@H](O)CC[C@]5(C)C4CC[C@]3(C)C1[C@@H]2C (some centres not stated)
  hcGAS inh: -1
  NPYLR7 agonist: 8
  mcGAS inh: .

# Remaining list, next part
molecule	hcGAS inh	NPYLR7 agonist	mcGAS inh
COc1ccc(-n2c(-c3ccc(OC)cc3OC)nc3ccccc3c2=O)cc1	-4	-3	-11
COc1ccc2c(c1)c(C(=O)NCCCN1CCCC1=O)nn2Cc1ccc(OCc2ccccc2)cc1	-5	8	-5
Cc1ccccc1S(=O)(=O)N1CCN(CCOC(c2ccccc2)c2ccccc2)CC1	-5	-3	-6
O=P(NCc1ccccc1)(Oc1ccccc1)Oc1ccccc1	-1	28	.
Cc1ccsc1C(=O)C1CCCN(Cc2cnc(N3CCCC3)s2)C1 (configuration not stated)	-5	1	-8
O=C(c1ccc2nnnn2c1)N1C[C@H](c2ccccc2)[C@@H]2[C@H]1C1CCN2CC1	-6	6	.
CCOC(=O)N1CCC2(CC1)OCc1cc(-c3cccc(F)c3)ccc1O2	-7	-2	-5
CSc1ncc(CN2CCCC(C(=O)c3ccc(Cl)cc3C)C2)cn1 (configuration not stated)	-5	-5	.
CC(C)n1c(Cl)nnc1-c1ccccc1	-12	10	.
CS/C(Cl)=C(/NC(C)=O)[P+](c1ccccc1)(c1ccccc1)c1ccccc1	-5	-1	-6
Cc1cnc(CNC(=O)c2nn(Cc3ccc(C(=O)N(C)Cc4ccccc4)cc3)c3ccccc23)cn1	-5	16	-5
Cn1ncnc1C(O)(C(=O)O)c1ncnn1C	-5	4	-5
CC(Cc1ccc(O)cc1)N(C)Cc1cc(=O)n2ccccc2n1 (configuration not stated)	-6	-6	.
CN1[C@H]2CC[C@@H]1CN(C(=O)NC1CCCC1)CC2	-3	21	.
Cn1nc(-c2ccccc2)c2c1N(CC(=O)NCc1ccncc1)C(=O)CSC2c1ccc2c(c1)OCO2 (configuration not stated)	-10	19	-6
O=C1Nc2ccccc2C12CCN(CC1COc3ccccc3O1)CC2 (configuration not stated)	-7	5	.
Cn1nc(C2CCCNC2)n(C2CCCC2)c1=O (configuration not stated)	-12	.	-6
Clc1ccc(N2CC3CCC(C2)N3)nn1	-1	0	-3
NC(N)=NC(N)=NCc1cccnc1	-3	3	-5
CC(=O)N1CN2CN(C(C)=O)CC(C(=O)c3ccccc3)(C2)C1	-1	-16	-7
Cc1ccc(C[N+]23CCN(CC2)CC3)cc1	-8	1	.
CCCCCC[C@H]1C(=O)O[C@H](C)C(NC(=O)c2cccc(NC=O)c2O)C(=O)O[C@@H](C)[C@@H]1OC(=O)CC(C)C (some centres not stated)	-1	3	-5
CCOc1cc2c(cc1/C=C/[N+](=O)[O-])OCO2	-3	6	.
COCc1nc(-c2cccc(CN3CCN(C(=O)Cc4cccc(F)c4)CC3)c2)no1	0	-5	-5
O=C(CN1CCC2(CCCCCC2)C1)Nc1cccnc1	-12	-1	.
COc1ccc(C2c3c(c4ccccc4oc3=O)OC(=N)C2C#N)cc1 (configuration not stated)	5	-6	3
Cc1ccc(N2C(=O)CSC23CCNCC3)cc1	2	6	.
Clc1ccc(CN2CCN(CCOC(c3ccccc3)c3ccccc3)CC2)o1	-2	-3	-7
CNC(=O)[C@@H]1[C@H]2CN(S(C)(=O)=O)CCN2C[C@H]1c1ccccc1	-9	3	-3
NC(N)=Nc1ccc2[nH]c3c(c2c1)C[C@@]1(O)[C@H]2Cc4ccc(O)c5c4[C@@]1(CCN2CC1CC1)[C@H]3O5	3	-6	0
CC(C)(Cc1c[nH]c2ccc(Cl)cc12)NCCOc1ccccc1OCC1CC1	-3	-6	.
Cn1c(NC2CCN3CCCCC23)c(C#N)c(=O)n(C)c1=O (configuration not stated)	-4	-3	.
O=C(NC1CCCCCCC1)c1cn(CC2CCCO2)cc(C(=O)N2CCc3ccccc3C2)c1=O (configuration not stated)	-5	3	-25
N#CC1(c2ccccc2)CCN(C(=O)C2CC=CCC2C(=O)NCCc2cccs2)CC1 (configuration not stated)	-6	0	-5
COc1cc(C(=O)OC2C[C@H]3CC[C@@H](C2)N3C)ccc1O (some centres not stated)	-5	-5	-5
O=C(Nc1ccon1)c1cccn(Cc2ccccc2Cl)c1=O	-7	19	.
Cc1cc(NC(=O)c2nn(Cc3ccc(S(=O)(=O)N(C)c4ccccc4)cc3)c3ccccc23)n(C)n1	-3	8	-4
c1ccc(-c2ncc[nH]2)cc1	9	7	.
c1ccc(C(Cn2cnnc2)N2CCOCC2)nc1 (configuration not stated)	-9	1	.
CC(=O)ON1C(=O)C2C(C1=O)C1(Cl)C(Cl)=C(Cl)C2(Cl)C1(Cl)Cl (configuration not stated)	-6	-1	-6
Cc1[nH]c2ccccc2c1CC(=O)N1CCN(CC(F)(F)F)CC1	-9	-14	.
Cc1nc(C)c(CNC2(c3ccccc3)CCCCC2)s1	-7&-3	2	.
CN(C)[C@@H]1C(=O)C(C(N)=O)C(=O)[C@@]2(O)C(=O)C3=C(O)c4c(O)cccc4[C@@](C)(O)[C@H]3[C@H](O)[C@@H]12 (some centres not stated)	0&-1&4&7	3&-3&-3&3	6
C1CC2(CCN1)CC(N1CCOCC1)CO2 (configuration not stated)	-2	-10	-8
C(#CCN1CCCC1)CN1CCCC1	0	-5	.
CCCCC12CN3CC(C)(CN(C1)C3(C)C)C2=O	-8	0	.
CN(C)P1(=S)C2=C(N3CCCCC3)CC(C)(C)CC2=NN1c1ccccc1 (configuration not stated)	-5	10	.
COC(=O)C1C(=N)OC2=C(C(=O)CCC2)C12C(=O)Nc1ccc(Br)cc12 (configuration not stated)	0	-4	-5
CC(C)N1C(=O)c2ccccc2NS1(=O)=O	9	-12	.
CCOc1cc(C=C(C#N)C#N)cc(Cl)c1OC	-7	0	-1
N#Cc1ccc(NC(=O)C2COc3ccccc3O2)cc1Cl (configuration not stated)	-17	9	.
Cc1c[nH]c(CN2C[C@H]3C[C@H](O)[C@@H](O)C[C@H]3C2)c(C)c1=O	-3	2	.
O=C1CCCCC1CN1CCCCC1 (configuration not stated)	-5&-7	3&2	-5
O=C1CNC(=O)N1CC(=O)N1C[C@H](c2ccccc2)[C@@H]2[C@H]1C1CCN2CC1	-7	4	-15
CN1CC2(CCN(CC(=O)NCc3ccccn3)C2)OC1=O (configuration not stated)	-7	-4	.
Cc1cnn(CCC(=O)Nc2ccc(C#N)c(C(F)(F)F)c2)c1	-7	-2	.
CCC(=O)N(Cc1ccco1)Cc1cc(NC(=O)CC(C)(C)C)ccc1N(C)C1CCN(C)CC1	-7	3	-7
C=CC1CN2CCC1C(C(O)c1ccnc3ccc(OC)cc13)C2 (configuration not stated)	6	8	1
CN(C)NC(=O)CCC(C)([N+](=O)[O-])[N+](=O)[O-]	-5	12	.
COc1cc2c3cc1Oc1cc(ccc1O)C[C@@H]1c4c(cc(OC)c(O)c4Oc4cccc(c4)C[C@@H]3N(C)CC2)CC[N+]1(C)C	-3	-3	.

# (next part)
molecule	hcGAS inh	NPYLR7 agonist	mcGAS inh
CCOC(=O)CCC(=O)Nc1ccc2[nH]cc(CCN3CCOCC3)c2c1	1	12	-3
CC(=O)N1C[C@@H]2C[C@H](C1)c1ccc(NC(=O)c3ccco3)c(=O)n1C2	-7	-8	-7
C[C@@H]1C(=O)OC2[C@H](O)C34[C@@H]5OC(=O)[C@@]3(O[C@@H]3OC(=O)[C@H](O)[C@@]34[C@H](C(C)(C)C)[C@H]5O)[C@]21O (some centres not stated)	-5	.	-3
C#CCN1C(=O)[C@@H]2[C@H](c3ccccc31)[C@@H](C(=O)OCC)[C@@H](c1ccccc1)N2C(C)=O	-8	-1	-8
COC(=O)C1C(=N)Oc2cc(C)n(C)c(=O)c2C12C(=O)N(Cc1cccc(C)c1)c1ccccc12 (configuration not stated)	-2	9	0
ClOP(Nc1ccccc1)Oc1ccccc1 (configuration not stated)	-1	7	.
COc1ccc(-c2nc(CC(=O)N3CCCN(Cc4cc(=O)c(OCc5cccc(OC)c5)co4)CC3)c(C)o2)cc1	-2	2	-4
OC1(c2ccc(Cl)cc2)C[N+]2=C(SCCC2)N1Cc1ccccc1 (configuration not stated)	0	-4	.
CC(O)CN1CCN(C(=O)Cc2csc(C(C)(C)C)n2)CC1 (configuration not stated)	-8	9	.
COC(=O)c1ccc(NC(=O)c2cccn(Cc3cc(C)ccc3C)c2=O)cc1	-6	12	.
Clc1cccc(C2NCCc3[nH]cnc32)c1 (configuration not stated)	-5	-3	.
COC(=O)C1C(=N)Oc2cc(C)n(CCN(C)C)c(=O)c2C12C(=O)N(C(C)C)c1ccccc12 (configuration not stated)	1	-6	2
O=[N+]([O-])c1ccc(CNCCc2ccc(Cl)cc2Cl)cc1	8	-6	.
COc1ccc(NC(=O)C(C2CCCC2)N2CCN(C(=O)Cc3ccccc3)CC2)cc1 (configuration not stated)	-6	-2	-4
Cc1ccc(CN(C)C)c(OC(=O)N(C)C)c1	-2	-4	.
c1cc(-c2nccn2CCc2cnc[nH]2)c2nonc2c1	-1	6	-9
CC(C)[N+](C)(CCC(C(N)=O)(c1ccccc1)c1ccccc1)C(C)C	0&-4&-6	-4&0	-5
CCOC(=O)c1c(C)n(C(C)C)c2ccc(OC)cc12	-2	9	-3
Cc1cccnc1CC(C)NCC(=O)NCc1ccccc1F (configuration not stated)	-4	5	.
Cc1ccc(C2=CCN(Cc3nc4ccsc4c(=O)[nH]3)CC2)cc1	-4	-1	.

# Fetched one by one from the entries so far:
molecule	hcGAS inh	NPYLR7 agonist	mcGAS inh
Cc1ccc(CN(C)C)c(OC(=O)N(C)C)c1	-2	-4	.
C[C@@H]1C(=O)OC2[C@H](O)C34[C@@H]5OC(=O)[C@@]3(O[C@@H]3OC(=O)[C@H](O)[C@@]34[C@H](C(C)(C)C)[C@H]5O)[C@]21O (some centres not stated)	-5	.	-3
OC1(c2ccc(Cl)cc2)C[N+]2=C(SCCC2)N1Cc1ccccc1 (configuration not stated)	0	-4	.
Cc1cccnc1CC(C)NCC(=O)NCc1ccccc1F (configuration not stated)	-4	5	.
Cc1ccc(C2=CCN(Cc3nc4ccsc4c(=O)[nH]3)CC2)cc1	-4	-1	.
COC(=O)C1C(=N)Oc2cc(C)n(CCN(C)C)c(=O)c2C12C(=O)N(C(C)C)c1ccccc12 (configuration not stated)	1	-6	2
